Source: PubChem BioAssay (National Center for Advancing Translational Sciences (NCATS))
Pin1 inh = human Pin1 inhibition; Q13526; Pin1 FP peptide displacement, HiFluor488, 10 min; Potency, µM (doses to about 115 µM), for the others: at the highest dose activity, negative = inhibition, most hits filed as inhibitors; 390,000 tested, 0.009% active; active = well fitted inhibition curve with a large enough effect in the polarisation, with a control signal flat, not every such curve was filed as active; inconclusive = small, poorly fitted or top-dose-only effect, or effect the other way, or a change in a side signal; inactive = no such curve, though single readings can be large or run the other way; the % refers to the polarisation; also: potency is read from the fitted curve at half-maximal effect; % is scaled to controls: 0 for no effect and ±100 for the full control effect
HP1b chromo inh = inhibitors of HP1-beta chromodomain binding to methylated histone tails; P83916; AlphaScreen HP1-beta / biotin-H3K9me3 peptide binding; Potency, µM (highest dose often 114 µM), for inactives: at the top dose activity change, negative = inhibition, actives largely listed as inhibitors; 390,000 tested, 0.56% active; AID 540317; also: potency is read from the fitted curve at half-maximal effect; nearly all actives have a fitted effect of over 70% in size; inactives centre near 23
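HP1-beta protein (50 nM final) preincubated 30 min at room temperature with biotinylated H3(1-18)K9me3 peptide (50 nM) in PBS pH 7.4, 0.01% Tween-20, then compound added for 30 min. AlphaScreen streptavidin donor/nickel chelate acceptor beads (10 ug/mL final), 30 min dark, luminescence read.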
USP1-UAF1 inh = blocks the human USP1/UAF1 deubiquitinase complex; Potency, µM (top dose mostly 57.1 µM), without a hit: at the highest dose activity change, negative = inhibition, hits mostly inhibitors; AID 743255; 390,000 tested, 0.23% active; recombinant USP1/UAF1, Ub-Rhodamine cleavage fluorescence; also: potency is read from the fitted curve at half-maximal effect; % is scaled to controls: 0 for no effect and ±100 for the full control effect; nearly all actives have a fitted effect of over 60% in size; inactives centre near -12
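USP1/UAF1 complex (1 nM) preincubated 15 min at room temperature with compound, then Ub-Rho substrate (150 nM final) added. Kinetic fluorescence at 480/540 nm over 6 reads at 60 s intervals; 50 mM HEPES pH 7.8, 0.5 mM EDTA, 0.1 mg/ml BSA, 1 mM TCEP, 0.01% Tween-20.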
TrxR1 inh = inhibitors of rat thioredoxin reductase 1 | O89049 | recombinant rTrxR1, NADPH fluorescence consumption, selenite substrate | Potency, µM (top dose mostly 114 µM), for the others: at the top dose activity change, negative = inhibition, actives largely listed as inhibitors | 390,000 tested, 1% active | AID 588453; also: potency is read from the fitted curve at half-maximal effect; % is scaled to controls: 0 for no effect and ±100 for the full control effect; nearly all actives have a fitted effect of over 65% in size
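Rat TrxR1 (90 nM in the dispensed reagent) was pre-reduced with 400 uM NADPH for 5 min at room temperature, then incubated with compound for 15 min. After 400 uM selenite was added, NADPH fluorescence (Ex 340/Em 450 nm) was followed for 8 min.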
GLS inh = inhibitors of human glutaminase (GLS). O94925. GLS enzymatic activity, qHTS titration. Potency, µM (highest dose often 45.5 µM), for inactives: top-dose activity change, negative = inhibition, hits mostly inhibitors. 410,000 tested, 0.21% active. AID 624170; also: potency is read from the fitted curve at half-maximal effect; % is scaled to controls: 0 for no effect and ±100 for the full control effect
Target sequence (O94925 whole entry, looked up): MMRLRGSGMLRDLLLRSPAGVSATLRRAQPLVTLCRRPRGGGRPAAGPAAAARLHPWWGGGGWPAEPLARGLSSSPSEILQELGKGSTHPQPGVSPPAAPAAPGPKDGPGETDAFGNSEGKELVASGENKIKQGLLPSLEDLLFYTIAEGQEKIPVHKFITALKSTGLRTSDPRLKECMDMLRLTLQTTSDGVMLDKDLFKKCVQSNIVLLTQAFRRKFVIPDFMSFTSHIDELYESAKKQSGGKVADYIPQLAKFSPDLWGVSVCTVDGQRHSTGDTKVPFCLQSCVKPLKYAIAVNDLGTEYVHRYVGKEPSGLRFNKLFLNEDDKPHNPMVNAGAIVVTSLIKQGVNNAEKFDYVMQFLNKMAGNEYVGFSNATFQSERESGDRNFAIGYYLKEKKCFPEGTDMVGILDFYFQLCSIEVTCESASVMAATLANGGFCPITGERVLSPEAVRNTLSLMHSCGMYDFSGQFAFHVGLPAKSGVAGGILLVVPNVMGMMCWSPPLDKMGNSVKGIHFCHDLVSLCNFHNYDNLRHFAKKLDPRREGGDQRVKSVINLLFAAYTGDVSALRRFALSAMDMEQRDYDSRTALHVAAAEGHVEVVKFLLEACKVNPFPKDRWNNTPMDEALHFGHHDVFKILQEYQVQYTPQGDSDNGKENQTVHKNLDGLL
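Human kidney-isoform GLS in 45 mM KH2PO4 pH 8.2, 0.02% Tween-20, with compound, started with 1mM L-Glutamine (added stock). Glutamate oxidase/HRP/Amplex red coupled fluorescence read at start and after 30 min at RT.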
TrxR1 substrate = is turned over as a substrate by rat TrxR1 | O89049 | purified TrxR1 substrate turnover, NADPH consumption readout | Potency, µM (highest dose often 114 µM), inactives show at the highest dose activity change, negative = substrate turnover | 390,000 tested, 0.01% active | AID 588456; also: potency is read from the fitted curve at half-maximal effect; % is scaled to controls: 0 for no effect and ±100 for the full control effect; nearly all actives have a fitted effect of over 50% in size
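Rat TrxR1, dispensed at 90 nM, was prereduced with 400 uM NADPH (final) for 5 min at ~22 deg C, then incubated with compound 15 min before 400 uM selenite. A first-read NADPH fluorescence drop versus no-compound background flagged substrates.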
Tb PGK inh = inhibitors of T. brucei phosphoglycerate kinase | AID 602233 | P07378 | 380,000 tested, 0.043% active | Potency, µM (titrated, usually from 57.5 µM), without a hit: at the highest dose activity change, negative = inhibition, hits mostly inhibitors | PGK/GAPDH coupled, Kinase-Glo luminescence, 60 min; also: potency is read from the fitted curve at half-maximal effect; % is scaled to controls: 0 for no effect and ±100 for the full control effect; nearly all actives have a fitted effect of over 60% in size
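Recombinant glycosomal PGK reaction used 1,3-bisphosphoglycerate generated in-well by GAPDH (100nM final) in 100mM TEA pH 7.6, 5mM MgCl2, 0.01% Tween-20. After 60 minutes at room temperature, ATP was read by Kinase-Glo Plus luminescence end-point.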
PI4K2A inh = inhibitors of human PI4K2A; Q9BTU6; purified PI4K2A, ADP-Glo luminescence, 1 h; stronger effect = lower value; activity change, negative = inhibition, % at 76.9 µM; 420,000 tested, 0.13% active; AID 1346378; in the data active = activity change below about -50%; inconclusive = mostly about -30% to -49%;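 also: -100% = wells without enzyme as full effect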
Target sequence (Q9BTU6 whole entry, looked up): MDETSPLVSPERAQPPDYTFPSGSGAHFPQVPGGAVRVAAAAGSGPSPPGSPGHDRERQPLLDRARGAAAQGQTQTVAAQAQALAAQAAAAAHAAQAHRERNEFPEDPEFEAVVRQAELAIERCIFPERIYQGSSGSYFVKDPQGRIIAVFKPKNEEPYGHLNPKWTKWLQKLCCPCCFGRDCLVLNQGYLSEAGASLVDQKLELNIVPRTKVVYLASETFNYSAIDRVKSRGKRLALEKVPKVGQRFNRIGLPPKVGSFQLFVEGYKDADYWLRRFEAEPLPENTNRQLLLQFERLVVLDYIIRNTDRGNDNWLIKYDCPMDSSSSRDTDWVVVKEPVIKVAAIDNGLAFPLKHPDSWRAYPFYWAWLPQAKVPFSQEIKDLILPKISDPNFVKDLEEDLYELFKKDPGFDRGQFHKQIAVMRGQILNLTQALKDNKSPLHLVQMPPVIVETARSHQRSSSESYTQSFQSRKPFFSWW
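Compounds are screened against recombinant PI4K2A using PI as substrate and ATP, the latter dispensed at 300 microM. Reactions run one hour at ambient temperature before ADP-Glo detection; full inhibition defined by wells lacking enzyme.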
mIDH1 inhibitor = blocks human mutant IDH1 R132H enzyme. IDH1-R132H enzyme, NADPH consumption, diaphorase/resazurin fluorescence. Potency, µM (doses to about 76.6 µM), for inactives: top-dose activity change, negative = inhibition, usual class: inhibitors. 390,000 tested, 0.093% active. AID 602179; also: potency is read from the fitted curve at half-maximal effect; % is scaled to controls: 0 for no effect and ±100 for the full control effect; nearly all actives have a fitted effect of over 65% in size
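IDH1-R132H (0.5 ug/mL dispensed) in pH 7.5 Tris buffer was preincubated 30 min with compound, then given a substrate mix of 0.016 mM NADPH and 2 mM alpha-KG for 80 min at room temperature; remaining NADPH was read by diaphorase/resazurin fluorescence.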
An asterisk follows results filed as active; i = inactive; u = inconclusive; x = not tested or not shown; & = joins results of further samples; [ ] = another dose, or the depositor's remark. Unless noted, calls follow the shape of the dose curve; as a rule, active = well fitted curve in the direction sought with a large enough effect; inconclusive = small, poorly fitted or top-dose-only effect, or another doubt; inactive = no such curve, though single readings can be large; an effect the other way counts as inactive or inconclusive.

SMILES	Pin1 inh	HP1b chromo inh	USP1-UAF1 inh	TrxR1 inh	GLS inh	TrxR1 substrate	Tb PGK inh	PI4K2A inh	mIDH1 inhibitor
COc1ccc(N(CC(=O)Nc2ccc3c(c2)OCO3)S(=O)(=O)c2ccccc2)c(OC)c1	15%	-6%	-7%	17%	7%	-6%	-5%	2	3%
COc1ccc(C(=O)N=C2SC3CS(=O)(=O)CC3N2Cc2ccc(OC)c(OC)c2)cc1 (centres undefined)	3%	13%[57 µM]	-10%	-8%	2%	-11%	-6%	3	-2%
COc1ccc(OCC(=O)Nc2nnc3n2CCS3)cc1	-2%	16%[57 µM]	-23%	18%[57.1 µM]	-23%	1%[57.1 µM]	0%	-1	-13%
O=[N+]([O-])c1ccc(OCCN2CCCCCC2)cc1	-2%	u	-1%	8%[57.1 µM]	-14%	-11%[57.1 µM]	i	1	11%
CCOc1ccc(Nc2nc(C)cc(C)c2C#N)cc1	-2%	3%	-17%	15%	1%	41%[activator]	x	-2	5%
Cc1cccc(N(C(=O)c2ccc(CN3CCOCC3)o2)C(C(=O)NC2CCCCC2)c2ccc(F)cc2)c1 (centres undefined)	-7%	37%[activator]	-13%	2%	0%	0%	i	-5	4%
O=c1[nH]cc(I)cc1I	-3%	46%[activator]	-17%	-52%	-1%	0%[57.1 µM]	i	-4	5%
Cc1ccc(-n2cccc2/C=C2/NC(=O)N(CC(=O)Nc3cccc(C)c3)C2=O)cc1	32%[activator]	8%	-22%	2%[57.1 µM]	2%	6%[57.1 µM]	-1%	-9	6%
CCCN(CCC)CCNC(=O)Cn1cc2c(n1)-c1c(oc(C(=O)N3CCCC3)c1C)CC2	-1%	55%[activator]	-16%&-17%	-6%	1%&-7%	-10%	-4%&0%	6&-6	6%&3%
NC(=O)c1c(N)sc2c1CCCC2	-13%	2%	-25%	50µM*	8%	4%	-4%	-2	-6%
CCOC(=O)c1cccc(NC(=O)C2(S(=O)(=O)c3ccc(C)cc3)CC2)c1	-7%&-7%	43%&31%[activator]	-3%&-2%	19%&-12%	2%&9%	3%&-16%	-3%&-4%	-1&-1	-2%&3%
COc1ccc(-c2ncncc2-c2ccc(OC)c(OC)c2)c(O)c1	7%	15%	2%	18%	12%	17%[57.1 µM]	-4%	-2	8%
CC1CC1c1ccc(/C=C(\C#N)C(=O)Nc2ccc(Cl)cc2Cl)o1 (centres undefined)	u	28%	u	-1%	-17%	1%	-1%	3	1%
O=S(=O)(Cc1ccccc1)Nn1cnnc1	0%	38%[activator]	-9%	14%	2%	2%	i	3	1%
COC(c1ccccc1)c1nnc(CCC(=O)N2CCN(Cc3cccs3)CC2)o1 (centres undefined)	1%	35%	-24%	-3%	-3%	-6%[57.1 µM]	i	8	10%
Cc1nnc(NC(=O)CSc2nccn2-c2ccc(F)cc2)s1	-4%	15%	-10%	21%[57.1 µM]	-5%	4%[57.1 µM]	6%	1	6%
COc1ccccc1N(C)C(=O)c1cc(S(=O)(=O)N2CCc3ccccc32)cn1C	-7%	13%	-10%	29%[57.1 µM]	-4%	10%[57.1 µM]	-9%	11	4%
Cc1cccc(S(=O)(=O)N(C)C[C@H]2OCc3cnnn3CCCC(=O)N([C@H](C)CO)C[C@@H]2C)c1	x	x	u	x	2%	x	-9%	-6	7%
N/N=c1\sc2ccccc2n1-c1ccccc1	12%	12%	-21%	6%	u	8%[57.1 µM]	-10%	-1	0%
CC1(C)Cc2c(cnn2-c2ccccc2)C(=O)/C1=N\NC(=O)c1ccccc1N	3%	45%[activator]	-19%	19%	-5%	-7%	-7%[11.5 µM]	-2	2%
O=C(Cn1cnc2c(NCc3ccccc3)ncnc21)NCCCN1CCCC1=O	0%	51%[activator]	-27%	7%	1%	0%	-5%	1	-3%
O=C(C1CCCO1)N1CCN(C(=S)Nc2ccccc2C(F)(F)F)CC1 (centres undefined)	4%	21%	-27%	-22%[57.1 µM]	6%	-4%[57.1 µM]	7%	3	9%
C[C@H]1CN([C@@H](C)CO)S(=O)(=O)c2ccc(Br)cc2O[C@H]1CN(C)C(=O)c1cccc(F)c1	x	x	u	x	1%	x	-8%	-6	-2%
Cc1ccc(C)c(NC(=O)CN2C(=O)CSc3nc(C)cc(C)c32)c1	-1%	48%[activator]	-27%	4%	-2%	1%	-3%	1	0%
Cc1ccc(/C=C/C(=O)c2ccc([N+](=O)[O-])o2)cc1	-1%	-5%	-16%	6.3µM*	10%	-4%	-1%	1	35µM*
SMILES	Pin1 inh	HP1b chromo inh	USP1-UAF1 inh	TrxR1 inh	GLS inh	TrxR1 substrate	Tb PGK inh	PI4K2A inh	mIDH1 inhibitor
O=C(CCNC(=O)N1CCn2c1nc1ccccc12)NCc1ccccc1Cl	-8%	53%[activator]	0%	18%[57.1 µM]	2%	5%[57.1 µM]	-10%	-3	0%
COCCCNC(=O)CN(c1ccc(Cl)c(Cl)c1)S(C)(=O)=O	u	14%	1%	-12%[57.1 µM]	0%	-1%[57.1 µM]	-2%	4	-3%
COc1cc(S(=O)(=O)Nc2ccccc2C)ccc1NC(=O)c1ccncc1	-3%	-5%	-15%	16%[57.1 µM]	-3%	8%[57.1 µM]	5%	-3	7%
O=C1CC(c2nnc(Cc3c(F)cccc3Cl)o2)CN1c1ccccc1 (centres undefined)	-7%	1%	-3%	-7%	-1%	-4%	10%	0	0%
CN(Cc1ccccc1)C(=O)Cc1ccccc1	4%	16%	6%	12%	2%	-6%	3%	-2	4%
Cc1cccc(NC(=O)Cc2ccc(-n3c(C)nc4cccnc43)cc2)c1C	3%	28%	-21%	33%[57.1 µM]	-5%	3%[57.1 µM]	2%	4	-10%
CC(C)c1ccc2oc(-c3ccc(NC(=O)c4cccc(Br)c4)cc3)nc2c1	1%	19%	-12%	27%	-2%	23%	-5%	3	0%
O=C(Nc1cccc(Cl)c1)Nc1c[nH]c(=O)[nH]c1=O	16%	71%[activator]	-19%	9%[57.1 µM]	0%	4%[57.1 µM]	-4%	-2	-3%
NC(=O)C(NN=C(c1ccccc1)c1ccccc1)c1ccccc1 (centres undefined)	x	x	-30%	x	-19%	x	-10%	4	-6%
COc1cccc(C(=O)Nc2c3c(nn2-c2ccccc2C)CS(=O)C3)c1OC (centres undefined)	3%	17%	-4%	-7%	13%	-5%	5%	11	-6%
O=C(NCCc1nc2ccccc2n1CCOc1ccccc1)C1CCCCC1	5%	23%[57 µM]	x	-4%	x	10%[0.0914 µM]	x	x	x
CCOc1ccc(/C=C2\SC(N3CCc4ccccc4C3)=NC2=O)cc1	18%	10%	-24%	-13%	-6%	-7%	-2%	-6	12%
COc1ccccc1C(=O)CSc1ccccn1	-12%	48%[activator]	-4%	35%[57.1 µM]	1%	6%[57.1 µM]	-5%	13	6%
Cc1cc(/C=C2\C(=N)N3N=C(C(C)C)SC3=NC2=O)c(C)n1-c1ccccc1	8%	36%	-22%	3%	-9%	5%	i	-7	0%
COc1cccc([C@@H]2CC=C(C(=O)O)[C@H](c3ccc(C)cc3)N2S(=O)(=O)c2ccc(C)cc2)c1	-7%	33%	u	9%	3%	2%	-3%	4	1%
Cc1cc(C=NCCCO)c(C)n1-c1cc(Cl)ccc1Cl	1%	-15%	2%	15%[57.1 µM]	3%	1%	-2%	3	0%
CCOCCCNC(=O)C(NC(=O)Cc1cccs1)c1ccc(OC)cc1 (centres undefined)	-9%	-8%	-15%	17%[57.1 µM]	-1%	5%[57.1 µM]	6%	6	1%
Cn1ccnc1C(O)c1cc(C(C)(C)C)c(O)c(C(C)(C)C)c1 (centres undefined)	-1%	22%	-4%	32µM*	u	1%	-1%	5	-1%
Cc1noc(NS(=O)(=O)c2ccc(NC(=O)c3ccc(OC(C)C)cc3)cc2)c1C	2%	14%	0%	4%[57.1 µM]	0%	2%[57.1 µM]	1%	-3	-4%
CCOc1ccc(N(CC(=O)Nc2c(C)cccc2C)S(=O)(=O)c2c(C)[nH]c(=O)[nH]c2=O)cc1	-6%	5%	-12%	16%	-5%	4%	-8%	-4	0%
Cc1cc(C)n(CCc2nc3c4ccccc4nc(N4CCN(c5ccc(F)cc5)CC4)n3n2)n1	-8%	11%	-10%	11%	-10%	-3%	i	-8	-5%
COc1ccccc1NC(=O)COC(=O)/C=C/c1ccc2c(c1)OCO2	1%	33%	-12%	0%[57.1 µM]	0%	-1%[57.1 µM]	-9%	4	-1%
COc1ccccc1NC(=O)Cn1nc(Cc2cccnc2)c2ccccc2c1=O	-3%	8%	-18%	14%	-15%	8%	-7%	7	-2%
CC(=O)c1cccc(NC(=O)CSc2ncc(C(=O)Nc3ccccc3)c(=O)n2C)c1	-3%	23%	-9%	-16%	3%	23%	5%	-3	0%
Fc1ccc(CNCc2cccc(Br)c2)cc1	6%	70%[activator]	-14%	-13%	3%	-8%	i	3	4%
O=C(CCn1c(=O)c2sccc2n(Cc2ccc(F)cc2Cl)c1=O)NCc1ccc2c(c1)OCO2	2%	22%	-1%	17%	4%	7%	-3%	1	1%
Cc1cc(N2CCCC2=O)ccc1S(=O)(=O)NCCOc1ccccc1	-6%	40%[activator]	-22%	11%[57.1 µM]	2%	5%[57.1 µM]	-7%	0	8%

An excerpt; rates above refer to the full screens.
